PAD4 inh: human PAD4 inhibitors, primary screen, biochemical, fluorescence polarization, 1536-well format. actives 0.41% (n = 330,000). recombinant PAD4, RCA probe fluorescence polarization. inhibition, % at 6.36 µM. AID 485272, 2010;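 active means percent inhibition above a cutoff equal to the mean of all tested compounds plus 3 SD, cut at about 15% in these data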;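 further: 0% = PAD4 with RCA probe and DMSO and 100% = probe without PAD4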
PME-1 primary: PME-1 inhibitors via competitive probe labeling, primary screen, biochemical, fluorescence polarization, FP-Rh probe, HTS. actives 0.53% (n = 320,000). Protein phosphatase methylesterase 1 (Homo sapiens), Q9Y570. AID 2130, 2009. recombinant PME-1. inhibition, % at 5.9 µM;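 active means inhibition above the campaign mean of all compounds plus 3 SD, cut at about 26% in these data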;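 further: competitive labeling of PME-1 active site by serine hydrolase directed probe; 0% = PME-1 with DMSO and 100% = wells lacking PME-1 enzyme; inhibitors block probe labeling so polarization falls and inhibition rises; many of its hits are not listed in these tables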
Target sequence (Q9Y570 whole entry, looked up): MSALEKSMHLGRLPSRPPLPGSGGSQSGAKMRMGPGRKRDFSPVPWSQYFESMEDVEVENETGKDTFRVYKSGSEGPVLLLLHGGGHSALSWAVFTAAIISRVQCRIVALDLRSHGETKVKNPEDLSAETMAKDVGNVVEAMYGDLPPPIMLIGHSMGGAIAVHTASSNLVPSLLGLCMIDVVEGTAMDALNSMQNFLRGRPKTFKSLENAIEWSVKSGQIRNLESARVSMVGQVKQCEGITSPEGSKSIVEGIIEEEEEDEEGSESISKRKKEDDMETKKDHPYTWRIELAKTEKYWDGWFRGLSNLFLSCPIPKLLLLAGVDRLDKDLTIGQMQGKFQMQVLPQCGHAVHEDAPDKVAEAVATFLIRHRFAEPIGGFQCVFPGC
PREPL inhibitor: PREPL enzyme inhibitors, primary screen, biochemical, fluorescence polarization; actives 0.68% (n = 320,000); AID 2751, 2010; recombinant PREPL, fluorescence polarization activity-based probe; inhibition, % at 5.96 µM; Prolyl endopeptidase-like (Homo sapiens), Q4J6C6; in the data active means inhibition above about 43%;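 further: 0% = enzyme with DMSO and 100% = wells lacking enzyme; many of its hits are not listed in these tables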
LYPLA1 counter: LYPLA1 inhibitors, primary screen, counter-screen for PME1 inhibitor project, biochemical, fluorescence polarization, FP-Rh probe ABPP | Acyl-protein thioesterase 1 (Homo sapiens), O75608 | recombinant LYPLA1 | inhibition, % at 5.9 µM | actives 0.16% (n = 320,000);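 active means inhibition above the mean of all tested compounds plus 3 SD, set per campaign, cut at about 14% in these data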;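 further: inhibitors block serine hydrolase probe labeling of LYPLA1 so polarization falls; 0% = enzyme with DMSO and 100% = wells lacking LYPLA1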
pPAFAH FP inh: pPAFAH enzyme inhibitors, primary screen, biochemical, fluorescence polarization, human; Platelet-activating factor acetylhydrolase (Homo sapiens), Q13093; recombinant pPAFAH, FP-rhodamine probe fluorescence polarization; inhibition, % at 3.39 µM; actives 1.5% (n = 330,000);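 active means inhibition above the mean inhibition across the screen plus 3 SD, cut at about 25% in these data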;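 further: inhibitors block binding of the rhodamine activity-based probe so polarization drops; 0% = enzyme with DMSO and 100% = wells lacking pPAFAH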
Target sequence (Q13093 whole entry, looked up): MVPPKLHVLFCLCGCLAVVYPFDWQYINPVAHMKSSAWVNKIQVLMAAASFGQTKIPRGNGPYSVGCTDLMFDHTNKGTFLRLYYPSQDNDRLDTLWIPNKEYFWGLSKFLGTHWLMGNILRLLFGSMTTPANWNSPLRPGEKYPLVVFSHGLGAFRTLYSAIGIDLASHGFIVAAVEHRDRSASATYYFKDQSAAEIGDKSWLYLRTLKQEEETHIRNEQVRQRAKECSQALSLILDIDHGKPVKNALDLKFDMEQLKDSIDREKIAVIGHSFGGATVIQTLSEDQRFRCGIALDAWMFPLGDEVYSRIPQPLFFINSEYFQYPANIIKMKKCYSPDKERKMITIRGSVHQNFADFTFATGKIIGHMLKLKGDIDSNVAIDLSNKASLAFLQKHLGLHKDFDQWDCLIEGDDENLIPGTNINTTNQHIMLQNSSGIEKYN
LYPLA2 counter: LYPLA2 inhibitors, primary screen, counter-screen for PME1 inhibitor project, biochemical, fluorescence polarization, FP-Rh probe ABPP. actives 0.38% (n = 320,000). Acyl-protein thioesterase 2 (Homo sapiens), O95372. AID 2177, 2009. recombinant LYPLA2. inhibition, % at 5.9 µM;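 active means inhibition above the screen-wide mean plus 3 SD, limit set per campaign, cut at about 26% in these data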;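 further: 0% = LYPLA2 with DMSO and 100% = wells lacking LYPLA2 enzyme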
GSTO1 counter: inhibitors of recombinant GSTO1, primary screen, counter-screen for RBBP9 inhibitor project, biochemical, fluorescence polarization | Glutathione S-transferase omega-1 (Homo sapiens), P78417 | activity-based probe fluorescence polarization | inhibition, % at 5.96 µM | actives 1.1% (n = 300,000) | AID 1974, 2009;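 active means inhibition above the campaign mean inhibition plus 3 SD, cut at about 35% in these data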;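 further: 0% = GSTO1-1 with DMSO and 100% = wells lacking GSTO1-1 enzyme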
Target sequence (P78417 whole entry, looked up): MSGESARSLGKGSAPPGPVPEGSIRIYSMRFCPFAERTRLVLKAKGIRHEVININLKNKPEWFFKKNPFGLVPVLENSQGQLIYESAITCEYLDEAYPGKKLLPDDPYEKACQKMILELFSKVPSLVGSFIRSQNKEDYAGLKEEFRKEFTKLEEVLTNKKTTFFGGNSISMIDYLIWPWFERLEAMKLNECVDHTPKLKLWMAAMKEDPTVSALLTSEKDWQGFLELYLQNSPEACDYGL
PAFAH1B3 inh: PAFAH1B3 enzyme inhibitors, primary screen, biochemical, fluorescence polarization, human; Platelet-activating factor acetylhydrolase IB subunit alpha1 (Homo sapiens), Q15102; recombinant PAFAH1B3, FP-rhodamine probe; inhibition, % at 3.39 µM; actives 0.28% (n = 340,000);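 active means inhibition above the screen-wide average of all tested compounds plus 3 SD, cut at about 25% in these data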;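 further: 0% = enzyme with DMSO only and 100% = wells lacking PAFAH1B3 protein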
PAFAH1B2 FP inh: PAFAH1B2 enzyme inhibitors, primary screen, biochemical, fluorescence polarization, human; Platelet-activating factor acetylhydrolase IB subunit alpha2 (Homo sapiens), P68402; recombinant PAFAH1B2, FP-rhodamine activity probe; inhibition, % at 3.39 µM; actives 1.2% (n = 340,000); AID 492953, 2010;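 active means inhibition above the mean of all tested compounds plus 3 SD, cut at about 24% in these data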;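 further: 0% = enzyme with DMSO and 100% = wells lacking PAFAH1B2; many of its hits are not listed in these tables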
Starred values were filed as active, the others as inactive; . = not tested or not shown. The list is partial, so the mix of outcomes need not match the whole.

SMILES	PAD4 inh	PME-1 primary	PREPL inhibitor	LYPLA1 counter	pPAFAH FP inh	LYPLA2 counter	GSTO1 counter	PAFAH1B3 inh	PAFAH1B2 FP inh
CCOC(=O)c1sc(NC(=O)CSc2nnc(Cc3ccccc3)o2)c(C(=O)OCC)c1C	-8	-3	8	-5	1	-10	3	2	-1
COc1cccc(NC(=O)C(=O)N2CCOCC2)c1	2	-4	-4	-1	4	-5	6	8	2
C/C(CS(=O)(=O)c1ccccc1)=N\O	-3	-1	4	1	5	-7	-5	7	3
O=C(CSc1nc(Nc2ccccc2)nc(N2CCOCC2)n1)NC1CCCCC1	-5	0	5	0	-6	-7	0	-2	5
CC(C)(C)C(O)(CC#CCN1CCCC1)c1ccccc1 (configuration not stated)	0	-1	0	0	-2	-11	2	-5	-2
NC(=O)c1oc2ccccc2c1NC(=O)C1CC(=O)N(c2ccccc2)C1 (configuration not stated)	18*	6	5	1	-3	9	7	1	-2
COc1nc(OCC#N)nc(N2CCCCC2)n1	-2	-1	-2	-2	-1	1	5	11	5
CCOC(=O)c1[nH]c(C)c(C(=O)OCC(=O)N2c3ccccc3CC2C)c1C (configuration not stated)	-3	-1	14	-3	-2	1	7	7	4
CCCCCCC[C@@H](C/C=C/CCC(=O)N(C)C/C(=C/Cl)C/C(=C\C(=O)N1CC(OC)=CC1=O)OC)OC	-5	.	-4	.	28*	.	.	7	3
COC(=O)C1C(=O)NC(SC)=C(C#N)C1c1ccccc1 (configuration not stated)	-8	-8	1	-6	-7	-10	16	10	1
COc1ccc(CCNC(=O)[C@H](C)NC(=O)[C@@H]2CSC3c4ccccc4C(=O)N32)cc1 (some centres not stated)	7	11	-3	-1	-1	2	-2	5	3
COC(=O)C1=CN(CC2CCCO2)C=C(C(=O)OC)C1c1ccsc1 (configuration not stated)	-1	-2	3	-2	3	-4	-3	5	3
O=C(CSc1nnc(Cc2ccccc2)o1)c1cc(F)ccc1F	0	1	-5	-1	1	1	16	15	0
Clc1cccc(Cc2nn[nH]n2)c1	2	7	12	2	-4	-7	6	6	3
CC(C)(C)CN1CCN(Cc2cccnc2)CC1CCO (configuration not stated)	-4	-3	2	-2	4	-4	4	-2	2
COc1cccc(NC(=S)NN=C2CCC(C(C)(C)C)CC2)c1 (configuration not stated)	-4	0	15	1	1	10	2	7	4
CC(C)OCCCNc1ncc2c(n1)CC(c1cccs1)CC2=O (configuration not stated)	-1	3	1	-6	4	2	0	-1	1
CC(=O)C[C@H](O)CC(=O)[C@H]1OC(=O)[C@H](C)C/C=C\Cc2ccccc21	-5	1	17	1	1	-2	.	10	3
COc1cccc(C(=O)OCC(=O)Nc2ccc3c(c2)OCCO3)c1	0	.	22	.	28*	.	.	14	9
Cn1cccc1Cc1nnc(SCC(=O)Nc2ccc3c(c2)OCCO3)n1CCc1ccccc1	-2	3	3	8	6	1	1	1	7
CCCCOC(=O)Nc1ccc(OC)cc1S(=O)(=O)N1CCOCC1	-6	-4	-2	-1	4	6	0	5	-1
O=C(/C=C/c1cccc([N+](=O)[O-])c1)Nc1ccc(Cl)cn1	-5	-7	8	-2	0	-6	1	-1	1
COC/C=C/C1=CC2=CC(=O)C(C)(OC(=O)CCC(=O)OC)C(=O)C2=CO1 (configuration not stated)	8	-1	6	-3	32*	0	31	.	.
CCOC(=O)C(NC(=O)Nc1ccc(O)cc1)(c1ccccc1)C(F)(F)F (configuration not stated)	0	-3	5	1	13	-1	21	1	10
O=C1CCC(C(=O)Nc2ccc(Cl)cc2)N1 (configuration not stated)	-2	-5	-1	-3	2	2	6	10	0
CCn1c(CC(=O)Nc2ccc(C)cc2)nnc1SCC(=O)N1CCOCC1	-1	0	19	-1	0	2	10	5	6
O=C(Nc1ncc(Cc2cccc(Cl)c2)s1)c1ccc([N+](=O)[O-])cc1	0	-1	24	-1	2	-2	-3	1	3
Cc1ccc(C(=O)O/N=C(\N)Cc2ccc([N+](=O)[O-])cc2)c(Cl)c1	0	10	-4	-2	5	-3	-3	8	4
CC(C)CC(=O)NC(=S)Nc1ccc(S(=O)(=O)Nc2nccs2)cc1	2	-1	0	-3	5	-2	-4	-8	2
COCC(=O)N/N=C/c1ccc(Sc2nc3ccccc3s2)o1	-3	-9	15	-5	-6	0	-5	1	4
Cc1noc(C)c1COC(=O)c1ccc(F)c(S(=O)(=O)N2CCOCC2)c1	-2	3	4	2	5	3	.	5	6
COc1ccc(C(=O)NCCc2ccccc2)cc1OC	-1	3	-5	5	1	2	9	19	9
CC(C)OCC(O)CN1CCNCC1 (configuration not stated)	-6	-1	3	-1	-1	-2	-3	2	2
COc1cccc(C(C(=O)NC(C)(C)C)N(CC(C)C)C(=O)CCC(=O)Nc2cc(C)on2)c1OC (configuration not stated)	-2	0	8	0	0	2	2	4	10
CCN(CC)C(=O)CSc1nnc(-c2ccncc2)n1N	3	-1	-2	-2	-5	-3	4	7	-3
O=C(Nc1nccs1)c1ccc(Cl)c(S(=O)(=O)N2CCOCC2)c1	-3	-1	-2	3	3	-1	-8	7	-2
Nc1ccn([C@@H]2O[C@H](CO)[C@@H](O)C2O)c(=O)n1 (some centres not stated)	-3	-5	-9	1	1	6	3	9	2
CN(CCNC(=O)c1ccc(/C=N/O)nc1)Cc1ccccc1	2	-3	-6	-2	5	-3	-4	3	4
O=C(CSc1ncnc2c1oc1ccccc12)Nc1cccc(Cl)c1	-4	-8	-1	-7	2	-6	-7	-18	-9
O=C1CCC(C(=O)N2CCCC(C(=O)c3ccc4c5c(cccc35)CC4)C2)=NN1 (configuration not stated)	-4	6	8	3	5	8	9	1	-4
COC(=O)c1cc(C(=O)OCC(=O)NC2CCCC2)cc([N+](=O)[O-])c1	1	5	-1	-1	14	4	5	3	3
O=C(N/N=C/c1cccs1)c1cncc(Br)c1	-4	-1	6	1	-2	1	8	2	0
CCOC(=O)C1CCN(c2c(NCc3ccc(C(=O)NCCOC)cc3)c(=O)c2=O)CC1	0	1	21	4	-2	5	7	3	1
CCC(CC)C(=O)N1CCN(Cc2ccc3c(c2)OCO3)CC1	-1	7	14	1	-8	5	-6	3	5
O=c1c2ccccc2[nH]c(=S)n1-c1cccc(S(=O)(=O)N2CCCC2)c1	3	0	-2	-2	2	-5	1	-2	7
CCc1cc(Cn2nc(-c3ccccc3)cc2C(=O)NCc2ccc(C)cc2)on1	-5	-31	2	-25	0	-38	-47	-5	2
CCN(CC)C(=O)[C@H]1C[C@H](CC(=O)NC(C)(C)C)C(=O)N2CCc3c([nH]c4cc(-c5ccco5)ccc34)[C@]12C	3	.	.	.	11	.	.	11	4
COc1ccc(CCN(C)C(=O)C(CCSC)NC(=O)c2ccco2)cc1OC (configuration not stated)	2	5	8	-2	-4	-5	.	5	3
CC(C)c1ccc(Nc2nnc(SC3CCOC3=O)s2)cc1 (configuration not stated)	-4	2	8	1	5	0	-3	6	5
CC(=O)Nc1ccc(OCC(=O)NC(C)C(C)C)cc1 (configuration not stated)	4	-3	-7	-1	-2	3	-4	2	3
CCOC(=O)CC1COc2ccccc2N1C(=O)c1ccc(F)cc1 (configuration not stated)	2	6	2	0	7	0	1	-2	9
CC(=O)Oc1cccc(NC(=O)c2ccc3c(c2)C(=O)N(CC(C)C)C3=O)c1	-4	5	-1	2	5	11	0	3	7
Cc1nnc2n1N=C(c1ccc(OC(F)F)cc1)C(C)S2 (configuration not stated)	-3	3	0	0	5	1	3	-2	-1
O=C(NCc1ccc(Cl)cc1)C1CCC(CNS(=O)(=O)c2ccccc2)CC1 (configuration not stated)	-2	-3	-7	-2	0	13	-6	2	7
CN1CCCC(C(=O)C(C#N)c2ccccc2)C1 (configuration not stated)	1	-2	6	-3	6	4	3	-1	4
COc1ccc(C(=O)NC(=S)NC(C)(C)C)cc1Br	-2	0	-43	-3	6	4	-6	11	-2
CCC1CCc2sc(C(=O)NCc3ccccn3)cc2C1 (configuration not stated)	-2	-1	1	0	9	-7	0	1	2
Cc1cc(C)n2nc(-c3ccc(F)cc3)nc2n1	5	-2	-10	-1	0	2	-3	4	3
COc1c2ccccc2nc2ccccc12	-3	-1	4	4	3	2	-5	-6	-6
O=C1/C(=C\c2ccco2)SC(=S)N1C1CCS(=O)(=O)C1 (configuration not stated)	-3	0	-2	0	23	6	23	.	.
The list goes on.
SMILES	PAD4 inh	PME-1 primary	PREPL inhibitor	LYPLA1 counter	pPAFAH FP inh	LYPLA2 counter	GSTO1 counter	PAFAH1B3 inh	PAFAH1B2 FP inh
COc1ccc(NC2c3ncccc3C(=O)N2Cc2cccs2)cc1 (configuration not stated)	0	5	-2	1	4	-1	2	8	-3
COc1cccc(C(c2nnnn2CC2CCCO2)N2CCN(C(=O)c3ccco3)CC2)c1OC (configuration not stated)	0	-1	1	1	8	2	8	-3	3
CCOC(=O)CCCSc1nc(-c2ccc3c(c2)OCO3)cc(C(F)(F)F)c1C#N	0	-7	3	-1	1	2	0	-4	0
COc1cccc(C2=NN(S(C)(=O)=O)C(c3cccs3)C2)c1 (configuration not stated)	-1	17	11	7	-1	5	-1	3	4
CC(C)(C)c1ccc(-c2noc(CCC(=O)Nc3cccnc3)n2)cc1	8	-9	-3	-4	0	-7	-13	4	3
Cc1cc(C)nc(SCc2nnc(SCC(N)=O)o2)n1	1	4	1	1	4	4	10	8	4
CCCN(CC(=O)Nc1ccccc1C)C(=O)CCCc1c[nH]c2ccccc12	0	3	23	0	0	4	.	11	4
Oc1ccc(/C=N/Nc2ncc(Cl)cc2Cl)cc1	-2	1	12	-3	3	1	-4	9	10
FC(F)(F)c1cccc(OCCOCCn2cncn2)c1	3	-3	10	1	4	1	7	-2	-3
CCC(C)[C@H](NC(=O)N1CCn2c1nc1ccccc12)C(=O)NCC1CCCO1 (some centres not stated)	4	-8	12	-2	5	11	-7	3	2
O=C(N/N=C/c1ccccc1O)C(=O)Nc1ccccn1	-1	1	-4	-2	17	0	3	-1	4
Cc1cccc(C(C)C)c1NC(=O)c1cccnc1	5	-1	1	-1	3	-6	1	6	1

Reformatted with bars between the fields: three of the compounds above.
canonical_smiles | PAD4 inh | PME-1 primary | PREPL inhibitor | LYPLA1 counter | pPAFAH FP inh | LYPLA2 counter | GSTO1 counter | PAFAH1B3 inh | PAFAH1B2 FP inh
CCN(CC)C(=O)CSc1nnc(-c2ccncc2)n1N | 3 | -1 | -2 | -2 | -5 | -3 | 4 | 7 | -3
O=C(Nc1nccs1)c1ccc(Cl)c(S(=O)(=O)N2CCOCC2)c1 | -3 | -1 | -2 | 3 | 3 | -1 | -8 | 7 | -2
Nc1ccn([C@@H]2O[C@H](CO)[C@@H](O)C2O)c(=O)n1 (some centres not stated) | -3 | -5 | -9 | 1 | 1 | 6 | 3 | 9 | 2

Bioassay records from PubChem BioAssay.
